# TLR9-MyD88 inh: inhibitors of TLR9-MyD88 association in cells, primary screen, cell-based, CHO, BLA complementation, fluorescence | inhibition, % at 4.98 µM | AID 504734, 2011 | CCF4 FRET ratio | actives 0.21% (n = 340,000) | Toll-like receptor 9 (Homo sapiens) + Myeloid differentiation primary response protein …;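 active = inhibition above the mean over all tested compounds plus 3 SD, cut at about 21% in these data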;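 note: 0% = DMSO only wells and 100% = clavulanate BLA inhibitor control wells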
# Exocytosis inh: LAMP-1 surface exposure blockers, TALL-104 cells – cell-based, flow cytometry, MLPCN library, primary screen. TALL-104 LAMP-1 surface exposure; cells stimulated with thapsigargin and PMA. inhibition, % at 10 µM. actives 0.66% (n = 360,000). AID 651702, 2012;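 active = inhibition above about 55%, limit read from the data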
# TWEAK-Fn14 inh: inhibitors of TWEAK-Fn14 signaling, primary screen, luciferase reporter cells, uHTS; inhibition, % at 10 µM; TWEAK-stimulated Fn14 reporter cells, luciferase luminescence, 8 h; actives 2% (n = 360,000); in the data active = inhibition above about 50%
# NCOA2 inhibitor: inhibition of GAL4-SRC2 driven luciferase reporter, primary screen, SRC2 inhibitor project, cell-based, luminescence. actives 0.17% (n = 370,000). HEK293 GAL4-SRC2 luciferase reporter. inhibition, % at 9 µM;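 active = inhibition above the mean inhibition of all tested compounds plus 3 SD, set per campaign, cut at about 52% in these data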;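 note: 0% = DMSO treated cells and 100% = cells given Gossypol at 36 µM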
# NCOA3 inh: SRC3 coactivator transcriptional activity inhibitors, primary screen, cell-based, luminescence | inhibition, % at 3.6 µM | actives 0.17% (n = 360,000) | HEK293 GAL4-SRC3 luciferase reporter | Nuclear receptor coactivator 3 (Homo sapiens), Q9Y6Q9 | AID 588352, 2011;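 active = inhibition above a per-campaign cutoff, the mean of all compounds plus 3 SD, cut at about 60% in these data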;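 note: 0% = DMSO-treated cells and 100% = gossypol-treated cells at 36 µM; higher means less SRC3-driven luciferase light from the GAL4 reporter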
# SRC1 inh: SRC1 coactivator transcriptional activity inhibitors, primary screen, cell-based, luminescence | Nuclear receptor coactivator 1 (Homo sapiens), Q15788 | HEK293 GAL4-SRC1 luciferase reporter | inhibition, % at 3.6 µM | actives 0.12% (n = 360,000);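 active = inhibition above the campaign mean plus 3 SD, with each screening campaign given its own cutoff, cut at about 60% in these data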;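 note: 0% = DMSO treated cells and 100% = gossypol at 36 µM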
# Target sequence (Q15788 whole entry, looked up, the tested form may be a part): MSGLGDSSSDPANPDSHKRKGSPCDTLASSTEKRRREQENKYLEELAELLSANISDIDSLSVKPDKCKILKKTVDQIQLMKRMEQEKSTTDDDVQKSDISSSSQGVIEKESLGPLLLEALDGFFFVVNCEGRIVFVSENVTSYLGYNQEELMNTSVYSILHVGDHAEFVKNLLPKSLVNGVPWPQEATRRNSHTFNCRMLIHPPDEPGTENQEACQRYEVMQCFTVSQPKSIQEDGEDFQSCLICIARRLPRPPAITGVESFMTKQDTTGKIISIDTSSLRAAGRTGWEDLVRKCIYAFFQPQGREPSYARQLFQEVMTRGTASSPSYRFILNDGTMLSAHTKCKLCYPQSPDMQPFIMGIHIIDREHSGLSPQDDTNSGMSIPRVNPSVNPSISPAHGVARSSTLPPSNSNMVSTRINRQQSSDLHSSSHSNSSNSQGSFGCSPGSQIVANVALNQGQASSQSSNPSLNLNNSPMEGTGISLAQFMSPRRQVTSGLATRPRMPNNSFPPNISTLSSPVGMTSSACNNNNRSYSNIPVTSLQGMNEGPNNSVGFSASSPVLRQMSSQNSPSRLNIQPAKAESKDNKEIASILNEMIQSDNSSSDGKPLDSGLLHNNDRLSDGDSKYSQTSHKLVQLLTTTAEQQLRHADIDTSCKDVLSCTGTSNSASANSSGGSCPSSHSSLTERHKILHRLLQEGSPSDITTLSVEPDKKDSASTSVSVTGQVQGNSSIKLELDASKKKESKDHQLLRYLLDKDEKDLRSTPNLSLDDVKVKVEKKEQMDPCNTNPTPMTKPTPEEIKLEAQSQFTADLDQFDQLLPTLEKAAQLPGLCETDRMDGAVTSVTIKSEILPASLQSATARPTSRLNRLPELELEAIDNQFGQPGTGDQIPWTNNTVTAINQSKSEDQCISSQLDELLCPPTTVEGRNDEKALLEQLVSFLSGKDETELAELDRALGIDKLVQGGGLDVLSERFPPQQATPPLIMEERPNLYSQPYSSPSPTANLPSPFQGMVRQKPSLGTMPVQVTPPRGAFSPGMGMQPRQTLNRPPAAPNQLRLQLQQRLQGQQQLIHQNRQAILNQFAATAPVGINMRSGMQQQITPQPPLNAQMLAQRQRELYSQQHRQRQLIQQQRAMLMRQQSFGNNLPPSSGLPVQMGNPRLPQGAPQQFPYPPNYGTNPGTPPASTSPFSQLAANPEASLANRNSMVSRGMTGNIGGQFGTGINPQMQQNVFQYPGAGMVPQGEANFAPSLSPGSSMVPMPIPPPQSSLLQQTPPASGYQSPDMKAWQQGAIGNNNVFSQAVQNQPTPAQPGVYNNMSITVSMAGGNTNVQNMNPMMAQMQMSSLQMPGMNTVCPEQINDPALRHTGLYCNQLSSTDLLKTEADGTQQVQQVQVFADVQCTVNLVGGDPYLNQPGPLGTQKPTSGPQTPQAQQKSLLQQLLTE
# NR2F2 inh: NR2F2 transcriptional activity inhibitors, primary screen, cell-based, luciferase reporter, HEK293T, luminescence; inhibition, % at 8.6 µM; actives 0.7% (n = 370,000); HEK293T NGFI-A luciferase reporter;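 active = inhibition above a per-plate cutoff, mean inhibition of test wells between control levels plus 3 SD, cut at about 38% in these data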;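 note: cells cotransfected with COUP-TFII expression vector driving the NGFI-A reporter; 0% = median of COUP-TF2 test wells and 100% = reporter-only cells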
# TROY NFkB inh: inhibitors of TROY-driven NF-kB signaling, primary screen, Q293 LMP1-TROYcd cells, NF-kB luciferase, uHTS | Q293 LMP1-TROYcd NF-kB luciferase reporter, 4 h | inhibition, % at 10 µM | actives 0.98% (n = 360,000);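 active = compounds whose plate-normalised and pattern-corrected inhibition of the luciferase reporter signal at the single screening dose is 50% or more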
# NOD2 RIPK2 PPI: NOD2-RIPK2 binding disruptors in cells, primary screen, fluorescence, CHO cells, BLA complementation; actives 0.38% (n = 360,000); Receptor-interacting serine/threonine-protein kinase 2 (Homo sapiens), O43353; AID 624267, 2012; inhibition, % at 4.98 µM; CCF4 ratio; in the data active = inhibition above about 21%;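 note: 0% = vehicle only and 100% = reference blocker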
# NR5A2 inv ag: LRH-1 (NR5A2) inverse agonists, primary screen, cell-based, luminescence, HEK293T, StAR-luciferase reporter. LRH-1 transfected, 24 h. Nuclear receptor subfamily 5 group A member 2 (Homo sapiens), O00482. inhibition, % at 3.6 µM. actives 0.13% (n = 360,000);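 active = inhibition above the mean inhibition of all tested compounds plus 3 SD, cut at about 73% in these data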;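 note: 0% = DMSO wells and 100% = reporter-only cells lacking LRH-1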
# ABHD5-PLIN5 inh: ABHD5-PLIN5 interaction inhibitors, primary screen, cell lysate, split luciferase complementation, luminescence; Perilipin-5 (Homo sapiens) + 1-acylglycerol-3-phosphate O-acyltransferase ABHD5 (Homo …; Split G. princeps luciferase complementation, 4 h; inhibition, % at 4 µM; actives 0.78% (n = 360,000);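 active = inhibition above the mean inhibition across every tested compound plus 3 SD, cut at about 22% in these data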;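 note: 0% = DMSO only wells and the 100% control is not disclosed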
# Numbers without * were called inactive; / = not tested or not shown. The list is partial; the hit share may differ from the screen's.
# Each structure is followed by: TLR9-MyD88 inh	Exocytosis inh	TWEAK-Fn14 inh	NCOA2 inhibitor	NCOA3 inh	SRC1 inh	NR2F2 inh	TROY NFkB inh	NOD2 RIPK2 PPI	NR5A2 inv ag	ABHD5-PLIN5 inh
> CCc1ccc(OCC(O)CN2CCN(c3ccccn3)CC2)cc1 (stereo unspecified)
  -0.9	-5.3	12.8	-3.8	7.0	-37.9	0.8	21.9	10.0	-4.7	4.7
> CC(Sc1nnc(C(F)(F)F)n1C)C(=O)Nc1ccc(S(N)(=O)=O)cc1 (stereo unspecified)
  11.8	-1.8	4.4	13.5	-23.3	-8.0	-1.2	-13.5	-4.9	-9.3	-2.7
> Cc1nnc2sc(SCC(=O)Nc3ccc(Cl)cc3)nn2c1=O
  -3.5	-0.1	4.8	-0.4	10.8	-10.8	-2.7	-6.8	-7.7	-2.5	-0.5
> Cc1c(N/N=C(\C#N)C(=O)c2ccc(Cl)cc2)c(=O)n(-c2ccccc2)n1C
  -2.6	8.3	-7.4	-6.4	13.8	20.4	-11.8	-32.9	-118.2	35.8	2.5
> O=C(COC(=O)C1CC2C=CC1C2)Nc1ccccc1 (stereo unspecified)
  6.4	-1.4	-10.4	-8.2	-3.8	-7.5	18.3	-38.6	-11.6	-6.5	-5.0
> COc1ccc(-c2nc(S(=O)(=O)c3ccccc3)c(N3CCN(C)CC3)o2)cc1
  9.4	3.0	-8.3	11.9	8.9	4.6	-4.8	-12.3	-7.6	-12.2	5.7
> O=C(/C=C/c1cccc([N+](=O)[O-])c1)N1CCN(Cc2ccc3c(c2)OCO3)CC1
  -0.5	-6.8	-7.0	18.1	20.4	2.2	-7.2	25.9	0.4	2.6	-5.1
> CCN(CC(=O)Nc1ccc(NC(C)=O)cc1)C(=O)CN1C(=O)NC(C)(c2ccc3ccccc3c2)C1=O (stereo unspecified)
  1.2	0.1	-2.1	-12.8	10.0	-16.8	6.3	2.6	-0.1	-13.6	1.6
> COc1ccc(OC)c(C(=O)c2ccc([N+](=O)[O-])cc2)c1
  -4.6	6.8	8.9	11.5	3.0	9.0	13.7	3.8	-4.9	15.7	2.0
> COc1ccc(OC)c(S(=O)(=O)Nc2ccccc2C)c1
  1.0	-2.2	5.6	4.4	-18.3	4.6	-4.1	5.9	-7.3	7.6	-2.5
> CCCCNC(=O)Nc1ccccc1C(=O)Nc1ccc(OC)cc1
  8.7	-2.9	14.8	-3.5	-4.5	-12.4	7.7	-50.0	-6.6	-2.8	10.6
> O=C(/C=C/c1c(Cl)cccc1Cl)NCc1ccco1
  10.9	-17.1	-4.7	-27.6	1.3	-19.1	-14.4	-42.1	-1.2	-14.8	-1.5
> CCC(=O)Nc1ccc(Cl)c(NC(=S)NC(=O)c2cc3ccccc3o2)c1
  3.0	-5.7	-22.0	17.2	-14.9	-60.2	-2.2	20.6	-5.5	-30.7	-7.8
> O=C(CSc1nc2ccccc2c(=O)n1CC1CCCO1)NCCc1ccccc1 (stereo unspecified)
  -8.5	-7.4	27.8	-12.8	2.7	-16.3	-8.8	-11.3	-1.3	1.7	-5.3
> CCCn1c(C)cc(C(=O)COC(=O)c2nccnc2N)c1C
  -4.6	-0.3	71.6*	-30.0	-64.7	-114.4	-21.3	55.9*	-10.6	-124.3	2.9
> Cc1oc(-c2ccc(Cl)cc2)nc1CN1CCC(C(=O)NCc2ccco2)CC1
  10.4	-3.1	2.2	/	-7.6	-2.3	/	8.6	-0.6	2.2	9.5
> CC12CCC3C(CCC4CC(O)CCC43C)C1CC(O)C2 (stereo unspecified)
  -3.7	0.7	25.9	-0.9	1.7	7.9	4.2	25.8	-0.5	15.3	5.1
> O=C(O)C1CCN(C(=O)COc2ccc3c(c2)oc(=O)c2ccccc23)CC1
  -6.9	-1.9	8.7	-20.5	14.2	-10.4	12.1	-6.5	-0.8	0.9	-3.2
> COC(=O)c1c(NC(=O)CN2C(=O)c3ccccc3C2=O)sc(Cc2ccc3c(c2)OCO3)c1C
  -5.2	-1.3	-19.9	-0.3	-5.7	-4.3	3.7	9.4	3.6	-11.7	-8.8
> COCCNC(=O)C1CCN(S(=O)(=O)c2ccc3c(c2)OCCO3)CC1
  -8.1	6.5	3.5	-6.2	-33.8	3.3	5.9	6.6	-1.0	8.6	2.3
> CCCCC1C2=C(CCCC2=O)OC2=C1C(=O)CCC2
  -3.7	-1.8	-4.1	-4.3	9.4	-5.7	-9.5	1.5	-8.1	-6.0	-2.6
> Cc1cccc(C(=O)NC2C(=O)NNC2c2ccc(Cl)cc2)c1 (stereo unspecified)
  5.9	-1.9	-11.2	1.3	7.8	4.8	3.7	-10.5	1.9	11.2	-44.4
> CCC(=O)NC(=S)Nc1ccc(NC(=O)c2cccc([N+](=O)[O-])c2C)cc1
  -3.0	-6.2	-20.0	2.8	8.9	13.0	9.1	10.6	-3.3	6.3	-0.6
> O=C(O)c1nn(-c2ccccc2)ccc1=O
  -3.4	-1.1	7.1	9.3	-16.8	-0.4	11.4	15.2	-7.5	4.8	1.7
> FC(F)(F)c1nc2ccccc2[nH]1
  /	3.6	17.0	-13.9	8.2	15.4	2.5	9.9	-4.9	2.7	-0.4
> O=c1ccc(-c2ccc(S(=O)(=O)N3CCCCC3)o2)n[nH]1
  7.1	-1.4	-5.2	-18.4	-14.5	6.8	8.6	12.7	-1.6	-1.1	2.1
> CCCN1CCC(NC(=O)C2CC=CCC2C(=O)O)CC1 (stereo unspecified)
  4.3	-2.8	-7.6	12.5	12.6	0.9	22.0	-22.3	2.1	-7.1	1.6
> C/C(=N\NC(=O)C1CCCN(S(=O)(=O)c2ccccc2)C1)c1ccncc1 (stereo unspecified)
  -7.5	2.1	-8.2	-6.9	22.7	-12.3	0.2	2.4	-7.2	-3.4	-2.3
> CCOC(=O)c1c(C)n(CCO)c2ccc(O)cc12
  -1.3	-0.3	-19.5	-14.9	-8.9	12.8	0.8	-4.7	-9.6	-3.4	1.0
> COc1cc(CNCc2c[nH]c3ccccc23)cc(OC)c1
  -41.7	3.5	1.6	-13.8	0.7	2.3	7.7	31.3	-3.3	8.3	-0.4
> CC(C)(C)NC(=O)C(c1ccc(-c2ccccc2)cc1)n1c(=O)c(-c2ccco2)nc2ccccc21 (stereo unspecified)
  /	1.6	/	-38.9	/	/	-12.8	/	-8.4	-41.6	72.9*
> O=C1N(Cc2cccnc2)C[C@@H]2C[C@@H](c3ccccc3C(F)(F)F)N3CCC[C@@]123
  -10.9	-3.8	6.8	8.8	4.4	-6.6	-1.3	0.8	-0.8	6.0	0.0
> CCNc1ccc(C(=O)OCC(=O)NCc2ccc(C)cc2)cc1[N+](=O)[O-]
  -1.0	-2.4	1.9	-8.6	-6.0	-7.0	0.9	0.1	-4.0	-8.7	-2.0
> CCN(CC)S(=O)(=O)c1ccc(N2CCN(c3ccccc3O)CC2)nc1
  -8.9	19.4	9.4	27.9	16.8	-21.4	9.9	2.5	11.3	4.7	7.3
> Cc1ccc(NC(=O)CN2C(=O)N/C(=C\c3ccco3)C2=O)cc1
  -0.8	3.7	3.6	10.6	-5.4	-15.9	2.3	-8.4	-1.5	6.3	1.5
> CCc1cccc(C)c1NC(=O)Cn1c(NCCO)nc2ccccc21
  -4.4	0.7	19.9	-6.4	-0.2	-24.6	-15.4	-15.5	-0.3	-1.8	11.5
> CCOc1ccc(Cl)cc1-c1cc(C(=O)NCCc2ccncc2)[nH]n1
  /	-5.3	-19.7	-6.0	0.2	-3.6	16.9	-8.0	-9.8	10.9	5.0
> CN(C)S(=O)(=O)c1cccc(C(=O)OCC(=O)c2c(N)n(C)c(=O)n(C)c2=O)c1
  -2.9	0.2	0.4	-17.7	2.8	-2.6	11.2	10.2	-1.3	-5.8	-0.1
> Cc1nn(-c2cc(N3CCOCC3)ccc2N)c(=O)c2ccccc12
  -0.7	4.2	6.8	10.2	7.4	-11.9	5.3	-14.1	4.5	7.4	0.2
> Cc1ccsc1C(=O)OCC(=O)NCCCc1ccccc1
  -2.1	-3.5	-9.9	-10.9	5.4	-6.9	-10.1	18.8	5.3	-26.5	-1.5
> Cc1nc2ccc(S(=O)(=O)NCC(=O)O)cc2s1
  -2.5	5.3	-6.0	-5.6	8.5	0.4	8.5	11.4	-16.4	19.1	-6.6
> CCOc1ccccc1CN1CCN(Cc2nc3c(s2)CCCC3)CC1CCO (stereo unspecified)
  14.2	-1.7	5.1	8.0	-1.0	-23.7	0.4	16.9	5.4	16.8	-2.6
> Cc1c(C(=O)c2ccc3c(c2)OCO3)ccc2c1OCO2
  -2.7	-4.1	18.2	-11.6	-14.0	-10.6	-8.5	-16.0	-5.8	-14.4	5.2
> O=C(c1ccccc1)N1N=C(c2cccs2)CC1c1ccccc1O (stereo unspecified)
  5.3	8.8	-3.1	-22.5	-3.5	-1.8	13.8	-32.4	3.4	12.2	8.7
> Cc1ccc(Cn2cccc(-c3nc4ccccc4s3)c2=O)cc1
  -18.0	-1.2	32.1	-40.1	-83.0	-97.5	-17.4	-16.1	-12.4	-56.3	1.0
> CCCc1nnc(SCCSc2nnc(CCC)n2N)n1N
  2.4	-3.8	0.9	-62.4	-24.8	-2.8	10.9	-16.0	-14.5	-6.2	-0.1
> CC(=O)Nc1ccc(S(=O)(=O)NC2(C(F)(F)F)C(=O)Nc3c2c(=O)[nH]c(=O)n3Cc2ccco2)cc1 (stereo unspecified)
  -8.4	-0.2	-16.6	25.8	3.4	-4.2	-13.5	-4.4	-7.1	1.9	4.6
> O=[N+]([O-])c1nn(-c2ccccc2)n(O)c1=NC1CCN(Cc2ccccc2)CC1
  -3.1	4.9	-4.6	-9.6	7.8	-0.4	-7.9	4.7	-2.5	14.4	7.6
> COc1ccccc1/C=N/NC(=O)CSc1ccc2ccccc2n1
  1.7	-6.9	52.0*	-43.4	-5.4	0.8	12.6	48.7	-6.9	16.6	5.3
> CCCCNCCCOc1cc(Cl)ccc1Cl
  -4.2	0.8	-2.6	5.5	13.6	6.0	-8.8	6.4	-15.9	5.7	2.4
> O=C(O)C1=NN(c2cc(Cl)c(S(=O)(=O)O)cc2Cl)C(=O)C1
  7.7	-2.3	3.7	7.5	1.4	-0.5	2.9	-5.0	-1.2	14.0	5.6
> CCOC(=O)N1CCC(NS(=O)(=O)c2cc(C(=O)OC)n(C)c2)CC1
  -8.7	-2.2	34.6	-4.7	-4.0	2.7	9.9	21.4	-2.4	12.6	4.2
> CC(C(=O)Nc1ccc(O)c(C(=O)O)c1)N1C(=O)/C(=C/c2cccs2)SC1=S (stereo unspecified)
  -1.2	8.4	-1.9	-7.0	6.7	-14.0	0.4	3.5	-11.5	20.2	-14.6

# Screening data deposited in PubChem by several laboratories.
